Screening results deposited in PubChem BioAssay by National Center for Advancing Translational Sciences (NCATS).
4MU fluor: 4-MU region autofluorescence | compound autofluorescence, 340/450 nm, 4-MU equivalents; stronger effect = higher value | max dye-equivalent concentration, M | actives 11% (n = 59,000) | AID 589; in the data active = max dye-equivalent concentration above about 10 nM; inconclusive = mostly about 1.1 nM to 9.6 nM
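Intrinsic fluorescence at 340/450 nm (ex/em) was read after 15 min at room temperature in pH 8.0, 100 mM Tris. Each compound concentration expressed as 4-MU-equivalent concentration from a six-point 4-MU standard series on each plate.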
Luciferase inh: inhibitors of firefly luciferase. AID 411. actives 2.2% (n = 72,000). Potency, µM (top dose mostly 57.1 µM), for the others: top-dose activity change, negative = inhibition, actives largely listed as inhibitors. purified firefly luciferase, luminescence, 8 min; note: potency is the fitted concentration of half-maximal effect; % is set by controls: 0 for no effect and ±100 for the full control effect; nearly all actives have a fitted effect of over 40% in size
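Titration-based qHTS; buffer 50 mM imidazole pH 7.2, 50 mM KCl, 7 mM MgCl2, 10 uM ATP, 0.01% Tween 20, 0.05% BSA; luciferase/luciferin detector mix added after compound; 8 min, ambient; luminescence.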
A350 fluor: compounds fluorescent in Alexa 350 spectral region. Compound autofluorescence, 340/450 nm, Alexa 350 dye-equivalents; stronger effect = higher value. max dye-equivalent concentration, M. actives 11% (n = 59,000); in the data active = max dye-equivalent concentration above about 10 nM; inconclusive = mostly about 1.1 nM to 9.6 nM
HEK293 cAMP cs: parental HEK293 cAMP activation (counter-screen); parental HEK293 CNG cAMP sensor, membrane potential fluorescence; Potency, µM (highest dose often 57.1 µM), inactives show at the highest dose activation, usual class: activators; actives 2.5% (n = 73,000); note: potency is the fitted concentration of half-maximal effect; % of control where 0% means no effect; nearly all actives have a fitted effect of over 55% in size
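Parental HEK 293 cells stably expressing a modified CNG channel (no TSHR) report cAMP rise as membrane depolarization. Membrane potential dye with 100 uM RO 20-1724 was loaded for 60 min at room temperature, then compound added for 30 min; fluorescence read at 590 nm.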
Tau filament bind: binders of human tau filaments; P10636; recombinant tau filaments, thioflavin S fluorescence, 15 h; filaments grown with octadecylsulfate alongside compound; Potency, µM (top dose mostly 57.1 µM), for the others: at the top dose activity change, negative = inhibition; actives 2% (n = 71,000);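 note: potency is the fitted concentration of half-maximal effect; % is set by controls: 0 for no effect and ±100 for the full control effect; actives lower thioflavin S fluorescence by blocking filaments or displacing dye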
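Recombinant tau protein (human, 1 uM final) plus 30 uM ODS in HEPES pH 7.4 with NaCl, DTT and thioflavine S. Compound present from the start; fluorescence at 510 nm after 15 h, 37 C.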
TexasRed autofl: compounds fluorescent in Texas Red spectral region | Compound fluorescence, Texas Red channel, 547/618 nm; stronger effect = higher value | max dye-equivalent concentration, M | actives 0.06% (n = 59,000) | AID 587; in the data active = max dye-equivalent concentration above about 10 nM; inconclusive = between about 1.1 nM and that limit
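Pin-transferred compounds and Texas Red standards go into 100 mM Tris buffer, pH 8.0. After 15 min at room temperature, plates are imaged with 547/618 nm filters. Each value is a dye-equivalent concentration derived from the per-plate dye curve.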
Caspase-1 inhib: caspase-1 (human) inhibition, allosteric or competitive. AID 900. P29466. Potency, µM (top dose mostly 57.5 µM), without a hit: at the highest dose activity change, negative = inhibition, hits mostly inhibitors. Caspase-1 enzyme, Ac-WEHD-AFC fluorogenic rate. actives 0.03% (n = 75,000);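 note: potency is the fitted concentration of half-maximal effect; plate controls were vehicle for no effect and no substrate for full effect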
ERK AVP inh: blocks ERK signaling stimulated by vasopressin; HEK293-V1b, vasopressin-stimulated pERK AlphaScreen; Potency, µM (series often up to 57.5 µM), for inactives: top-dose activity, negative = inhibition, actives largely listed as inhibitors; actives 0.99% (n = 72,000); AID 995; note: potency is the fitted concentration of half-maximal effect; % is set by controls: 0 for no effect and ±100 for the full control effect; nearly all actives have a fitted effect of over 55% in size
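HEK293 cells stably expressing V1b receptor, preincubated 30 min at 37 °C with compound, then stimulated 5 min with 25 nM vasopressin. Phospho-ERK by AlphaScreen SureFire after 5 h RT; normalized to DMSO and vasopressin; AC50 by Hill fit.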
Fluorescein fluor: compound autofluorescence in fluorescein spectral region. max fluorescein-equivalent concentration, M. AID 593. Compound autofluorescence, 480/540 nm, fluorescein-equivalent; stronger effect = higher value. actives 0.91% (n = 59,000); in the data active = max fluorescein-equivalent concentration above about 10 nM; inconclusive = between about 1.1 nM and that limit
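Fluorescein stocks ranging 3 mM down to 300 nM, plus DMSO blanks, were pinned alongside compounds to build a per-plate standard curve. Buffer: 100 mM Tris, pH 8.0. Incubation 15 min, room temperature; filters 480/540 nm.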
Caspase-7 inhib: caspase-7 (human) inhibition, allosteric or competitive; P55210; recombinant caspase-7, Ac-DEVD-AFC fluorescence rate; Potency, µM (doses to about 57.5 µM), for inactives: at the highest dose activity change, negative = inhibition, actives largely listed as inhibitors; actives 0.02% (n = 75,000); active = well fitted inhibition curve with a large enough effect in the main read-out, with a control signal flat, not every such curve was filed as active; inconclusive = small, poorly fitted or top-dose-only effect, or a change in a side signal; note: potency is the fitted concentration of half-maximal effect; % of control where 0% means no effect
Rhodamine fluor: compound fluoresces in the rhodamine spectral region; actives 0.05% (n = 59,000); AID 594; Rhodamine-region fluorescence, 547/598 nm, Tris buffer; stronger effect = higher value; max dye-equivalent concentration, M; in the data active = max dye-equivalent concentration above about 11 nM; inconclusive = between about 1.1 nM and that limit
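Compound fluorescence in 100 mM Tris, pH 8.0, read after 15 min at room temperature with 547 nm excitation and 598 nm emission. Output is dye-equivalent concentration from an on-plate rhodamine standard series.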
Active calls of the source: *; i = inactive; u = inconclusive; x = no result given; [ ] = another dose, or the depositor's remark. Unless noted, calls come from the whole dose curve; as a rule, active = well fitted curve in the direction sought with a large enough effect; inconclusive = small, poorly fitted or top-dose-only effect, or another doubt; inactive = no such curve, though single readings can be large; an effect the other way counts as inactive or inconclusive. The list is partial; count on the stated rates, not on these rows.

SMILES | 4MU fluor | Luciferase inh | A350 fluor | HEK293 cAMP cs | Tau filament bind | TexasRed autofl | Caspase-1 inhib | ERK AVP inh | Fluorescein fluor | Caspase-7 inhib | Rhodamine fluor
CCOC(=O)CC(=O)CSc1nc2ccccc2c(=O)n1-c1ccc(C(=O)N2CCOCC2)cc1 | i | 0% | u | 9% | 12% | i | 0% | 1% | u | -3% | i
COCCNC(=O)C(c1ccc(C)o1)N(C(=O)c1snc(C(N)=O)c1N)c1cc(C)cc(C)c1 (stereo not given) | 1.1e-07M* | -3% | 9.8e-08M* | 28% | -7% | i | -10% | -11% | i | -6% | i
O=S(=O)(NCC1CCCO1)c1cccc(S(=O)(=O)N2CCCC2)c1 (stereo not given) | i | -32% | i | -1% | -6% | u | 1% | 7% | i | 6% | i
CCc1c(C)nc2ncnn2c1NCCc1ccc(OC)c(OC)c1 | i | -1% | i | 16% | -13% | u | -1% | -26% | i | 1% | i
O=C(COC(=O)CCC1CCCC1)Nc1ccc(Cl)cn1 | i | 0% | i | 2% | -18% | u | 0% | 14% | i | -1% | i
CCN1CCCC1CNC(=O)COc1cc(=O)n(C)c2ccccc12 (stereo not given) | i | -3% | i | 19% | 16% | i | -4% | 18% | i | -1% | i
COc1cc(C2N(c3ccc(F)cc3)C(=O)C3CCCN32)cc(OC)c1OC (stereo not given) | x | 0% | x | 9% | 37% | x | -4% | -12% | x | -4% | x
C=CCn1sc(N)c(C(=O)OCC)c1=S | i | 2% | i | -17% | -4% | i | 1% | -25% | u | -4% | i
O=C(N[C@@H](Cc1ccccc1)C(=O)CCl)OCc1ccccc1 | u | -15% | u | 9% | 8% | i | 2% | 111%[activator] | u | 0% | i
CC(C)(C)C1=Nn2c(nnc2-c2ccccc2F)SC1 | i | 0% | i | 10% | -2% | u | 0% | -7% | i | -1% | i
CCN(CC)c1ccc(C2CC(=O)Nc3cc(OC)c(OC)cc32)cc1 (stereo not given) | i | -1% | i | 15% | -24% | i | -1% | -2% | u | 0% | i
Cc1csc(SCC(=O)Nc2ccc(S(=O)(=O)N3CCCC3)cc2)n1 | i | -10% | i | -3% | 7% | i | 0% | 0% | i | -5% | i
Fc1ccccc1/C=N/n1cnnc1 | i | 2%[25.5 µM] | i | x | x | i | x | x | i | x | i
Cc1c(/C(O)=C2\C(=O)C(=O)N(CCCN(C)C)C2c2ccncc2)cnn1-c1ccccc1 (stereo not given) | i | 0% | u | 1% | -10% | i | 0% | 2% | u | 0% | i
CN1CCN(C(=O)C(Cc2ccccc2)NS(=O)(=O)c2ccc3c(c2)CCC(=O)N3)CC1 (stereo not given) | x | 0% | x | 6% | -6% | x | -1% | -9% | x | -3% | x
CC(=O)c1ccc(OC(C)C)c(CN2CCCCC2)c1 | i | 0% | i | 26% | 10% | i | -2% | -5% | i | 2% | i
CC(=O)Nc1cccc(NC(=O)c2c(-c3c(Cl)cccc3Cl)noc2C)c1 | x | 0% | x | -12%[11.4 µM] | 5%[11.4 µM] | x | -1% | 0% | x | -1% | x
C[C@@](Cc1ccccc1)(NC(=O)CN)c1ccccc1 | x | 5% | x | 5% | u | x | 2% | -24% | x | 0% | x
COc1ccc(-c2cc(C(=O)N3CCN(C(c4ccccc4)c4ccccc4)CC3)no2)cc1OC | i | 2% | i | u | 14% | u | 1% | 13% | i | -2% | i
C[C@@H]1/C=C\CC(=O)OC[C@H]2O[C@@H](C=C[C@@H]2O)[C@H](C)/C=C\CC(=O)OC1 | x | 1%[11.4 µM] | x | 2%[11.4 µM] | x | x | 2%[11.5 µM] | 6%[11.5 µM] | x | 0%[11.5 µM] | x
COc1cc(C)nc(N2CCC(C(N)=O)CC2)n1 | i | 5% | i | 27% | 6% | i | -1% | -5% | i | 2% | i
CCC(CC)C(=O)Nc1nnc(-c2cccs2)s1 | 2.3e-08M* | -2% | 2.2e-08M* | 13% | -1% | i | -2% | -9% | i | 0% | i
CN(C)c1ccc(C(=O)OCC(=O)Nc2ccc(S(N)(=O)=O)cc2)cc1 | i | -2% | i | -10% | 358% | i | u | 0% | i | -27% | i
CCCn1c(-c2ccc(F)cc2)nc2c(NCCN(CC)CC)nc(C)nc21 | x | x | x | u | 11% | x | 3% | -4% | x | 0% | x
CN=C(Nc1cc(C)nn1-c1ccccc1)c1ccc(F)cc1 | i | 1% | i | 6% | 5% | u | 2% | -23% | i | -2% | i

A few values from the results shown:
`CN1CCN(C(=O)C(Cc2ccccc2)NS(=O)(=O)c2ccc3c(c2)CCC(=O)N3)CC1` (stereo not given) in Caspase-7 inhib has -3%
`Cc1c(/C(O)=C2\C(=O)C(=O)N(CCCN(C)C)C2c2ccncc2)cnn1-c1ccccc1` (stereo not given) in Tau filament bind has -10%

The list continues.
SMILES | 4MU fluor | Luciferase inh | A350 fluor | HEK293 cAMP cs | Tau filament bind | TexasRed autofl | Caspase-1 inhib | ERK AVP inh | Fluorescein fluor | Caspase-7 inhib | Rhodamine fluor
FC(F)(F)c1ccc(N2CCOCC2)c(NC2=NCCCCC2)c1 | 1e-08M* | 2% | 1.3e-08M* | 5% | 3% | i | 0% | 1% | i | -1% | i
O=C(Cn1cc2c(n1)CCCCC2)NC1CCCCCC1 | x | -4% | x | 8% | -15% | x | 0% | -5% | x | 1% | x
CCCc1nnc(NC(=O)CCC(=O)N2CCCCCC2)s1 | i | 2% | u | 6% | 0% | i | 1% | -16% | u | 0% | i
Cc1cccn2c(=O)c3cc(C(=O)NCC4CCCO4)n(C)c3nc12 (stereo not given) | 2.2e-07M* | 3% | 2e-07M* | 13% | 16% | i | -6% | 20% | u | -5% | i
COc1ccc(N2CCN(C(c3nnnn3CCc3ccccc3)C(C)C)CC2)cc1 (stereo not given) | i | 0% | i | 1% | -18% | u | 2% | -20% | u | -2% | i
CC(C)CNc1nc(N)[nH]c(=O)c1NC=O | i | 2%[11.4 µM] | i | 1%[11.4 µM] | 8%[11.4 µM] | i | 2%[11.5 µM] | -4%[11.5 µM] | i | 1%[11.5 µM] | i
CC1(C)CC(=O)C(CCCN2C(=O)c3ccccc3C2=O)C(=O)C1 | i | 1%[25.5 µM] | i | x | x | i | x | x | u | x | i
N#Cc1nc(-c2ccco2)oc1N1CCOCC1 | u | 0% | u | 1% | -10% | i | 0% | -10% | i | -1% | i
CC(C)COC(=O)n1ccc(C(=O)N2CCCCC2)n1 | i | 0% | i | 8% | 5% | i | 0% | 19% | i | 1% | i
CCOC(=O)CC1=CC(=O)Nc2ccccc2N1 | i | -2% | i | 15% | -3% | u | 3% | -20% | i | 0% | i
CC(=O)c1ccc2c3c(ccc(O)c13)CC2 | x | -2% | x | -6%[11.4 µM] | 4µM* | x | -2% | 32µM* | x | -1% | x
Cc1cc(N2C(=O)C3C4c5ccccc5C(c5ccccc54)C3C2=O)no1 (stereo not given) | x | 1% | x | 21%[11.4 µM] | 14%[11.4 µM] | x | -2% | -17% | x | 0% | x
O=C(O)COc1ccc2c(-c3ccccc3)cc(=O)oc2c1 | i | 0% | u | 1% | 0% | i | 1% | -7% | i | 0% | i
COc1ccc2oc(C(=O)C3CC3)c(N)c2c1 | 7.2e-08M* | 25µM* | 7.2e-08M* | -8% | -11% | u | -1% | -6% | u | -3% | i
COc1ccccc1-c1cncnc1-n1ccnc1 | i | 2%[2.29 µM] | i | -5% | -5% | i | 1% | -8% | i | 2% | i
O=C(CSc1nnc(C23CC4CC(CC(C4)C2)C3)o1)Nc1ccc(N2CCOCC2)c(Cl)c1 | i | 4% | i | -2% | 39% | i | -1% | 16% | i | 2% | i
COc1ccc(OC)c(C(c2nnnn2CCC(C)C)N2CCN(C(=O)c3ccco3)CC2)c1 (stereo not given) | i | -2% | i | 16µM* | 13% | u | -1% | 21% | i | -3% | i
Cc1nonc1NC(=O)N1CCCC1 | i | -1% | i | 6% | 10% | i | 3% | -8% | i | -1% | i
Cc1cccc(NC(=O)c2oc3ccc(S(=O)(=O)N4CCOCC4)cc3c2C)c1C | i | 1% | i | 8% | 202% | i | -3% | -1% | u | -3% | i
COc1cccc(OC(=O)CSc2nnc(-c3ccccc3Br)o2)c1 | i | -2% | i | 10% | -16% | i | -2% | 14% | i | 1% | i
O=S(=O)(c1ccc(Cl)cc1)N1CCN(C2CCCCCC2)CC1 | x | -1% | x | 10% | -1% | x | -2% | 37%[activator] | x | -3% | x
O=C(OC1CCOC1=O)c1ccc2ccccc2n1 (stereo not given) | i | -2% | i | 5% | 11% | i | -1% | 3% | u | 0% | i
CCS(=O)(=O)N1CCC(NC(C)=O)(c2ccccc2)CC1 | i | 3% | i | 28% | 2% | i | -1% | 1% | i | 0% | i
COc1ccc(Cl)c(Cn2c(NCc3ccco3)nc3c2c(=O)n(C)c(=O)n3C)c1 | i | -4% | i | 12% | -7% | i | -3% | u | i | -10% | i
COc1ccc2c(c1)CC(C1(O)C(=O)Nc3ccccc31)C2=O (stereo not given) | i | 1% | i | 3% | -3% | i | 2% | 5% | i | -2% | i
Cc1cc(C(=O)N2CCN(C(=O)C3CCCO3)CC2)no1 (stereo not given) | i | 4% | i | 7% | -8% | u | -3% | 3% | i | 3% | i
CCOC(=O)c1cc2sc(C)cc2n1CC(=O)N1CCc2ccccc21 | 9.9e-08M* | 3% | 9e-08M* | 7.9µM* | 2% | i | -1% | 12% | i | 0% | i
